Screening results as filed in PubChem BioAssay.
proCasp3 act: activators of human procaspase-3 D3A mutant, primary screen, biochemical, absorbance, PC-3 D3A mutant, single concentration | Caspase-3 (Homo sapiens), P42574 | recombinant procaspase-3 D3A, Ac-DEVD-pNA absorbance 405 nm | activation, % at 8.5 µM | hit rate 0.11% among 330,000 | AID 463141, 2010;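 active = activation above the mean of all tested compounds plus 3 SD, cut at about 21% in these data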;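 note: 0% = DMSO alone and 100% = DMSO wells spiked with extra 5 µM PC-3 D3A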
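Compound: 8.5 µM single point, 0.8% DMSO / Material: Autoprocessing-dead procaspase-3 D3A mutant enzyme / Timing: 1 h preincubation plus 2 h reaction at 25 °C / Medium: Zinc-free HEPES/NaCl buffer with 0.01% Triton X-100 at pH 7.4 / Technique: 405 nm absorbance of p-nitroaniline, reads at 0 and 120 min / Repeats: one well per compound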
PAFAH2 FP inh: PAFAH2 enzyme inhibitors, primary screen, biochemical, fluorescence polarization, human; AID 492956, 2010; hit rate 0.99% among 340,000; Platelet-activating factor acetylhydrolase 2, cytoplasmic (Homo sapiens), Q99487; inhibition, % at 3.39 µM; recombinant PAFAH2, FP-rhodamine activity probe;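 active = inhibition above the mean over all tested compounds plus 3 SD, cut at about 30% in these data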;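 note: inhibitors block probe labeling of enzyme so polarization drops; 0% = enzyme with DMSO and 100% = wells lacking PAFAH2 protein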
PP1 counter: PP1-alpha phosphatase inhibitors, primary screen, counter-screen for PP5 inhibitor project, biochemical, fluorescence, OMFP substrate, single point; Serine/threonine-protein phosphatase PP1-alpha catalytic subunit (Homo sapiens), P62136; purified PP1alpha; inhibition, % at 6.7 µM; hit rate 0.9% among 320,000; AID 2235, 2010;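 active = inhibition above the mean inhibition of all tested compounds plus 3 SD, computed separately for each screening campaign, cut at about 15% in these data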
TPT1 inhibitor: Candida albicans TPT1 enzyme inhibitors, primary screen, biochemical, fluorescence polarization; tRNA 2'-phosphotransferase TPT1 (Candida albicans SC5314); inhibition, % at 5 µM; recombinant caTPT1, FP RNA substrate dephosphorylation; hit rate 0.81% among 300,000;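 active = inhibition above the mean of all tested compounds plus 3 SD, set per screening campaign, cut at about 24% in these data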;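 note: plate controls were DMSO alone for no effect and ferristatin control at 100 nM for full effect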
Fh CTSL1 inh: Fasciola hepatica cathepsin L1 inhibitors, primary screen, counter-screen for PFM18AAP inhibitor project, biochemical, QFRET, fluorogenic peptide substrate; recombinant F. hepatica cathepsin L1, Z-Leu-Arg-MCA fluorescence; hit rate 0.49% among 300,000; inhibition, % at 5.96 µM;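 active = inhibition above the mean of all tested compounds plus 3 SD, set per screening campaign, cut at about 17% in these data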;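 note: 0% = plate median of test compound wells and 100% = 1 µM Z-Phe-Ala-diazomethylketone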
proCasp7 act: procaspase-7 activators, primary screen, counter-screen for procaspase-3 activator project, biochemical, absorbance, HTS, human | Caspase-7 (Homo sapiens), P55210 | recombinant procaspase-7, Ac-DEVD-pNA absorbance 405 nm; D23A/D198A/D206A triple mutant, cannot self-cleave; scale: DMSO 0, 5 µM enzyme 100 | activation, % at 8.5 µM | hit rate 0.093% among 330,000;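 active = percent activation above the screen-wide mean plus 3 SD, cut at about 25% in these data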
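buffer or medium = Zinc-free HEPES/NaCl buffer, pH 7.4 | material = Procaspase-7 triple mutant (PC-7 D3A) | input = 2 µM procaspase-7 mutant as dispensed | signal = Epi-absorbance of released pNA at 405 nm, two timepoints | timing = 1 h preincubation, 2 h reaction | replicates = singlicate compound testing | evaluation = % activation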
AHR act: AHR activators, primary screen, cell-based, luminescence, luciferase reporter, human | AHR-responsive luciferase reporter cells | activation, % at 5 µM | hit rate 2.5% among 320,000 | AID 2796, 2010; in the data active = activation above about 47%;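 note: 0% = vehicle wells and 100% = reference agonist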
PP5 primary: PP5 phosphatase inhibitors, primary screen, biochemical, fluorescence; purified PP5c, OMFP substrate fluorescence; inhibition, % at 6.7 µM; hit rate 0.18% among 320,000; Serine/threonine-protein phosphatase 5 (Homo sapiens), P53041; AID 1987, 2009;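 active = inhibition above the campaign's mean inhibition across all tested compounds plus 3 SD, cut at about 9.5% in these data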;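 note: 0% = DMSO only and 100% = 100 µM cantharidin control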
HCV core dimer: inhibitors of HCV core protein dimerization, primary screen, biochemical, TR-FRET, high-throughput | TR-FRET GST/Flag-core106 dimerization, 1536-well | inhibition, % at 5 µM | hit rate 0.33% among 300,000;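 active = inhibition above the mean of all tested compounds plus 3 SD, set per screening campaign, cut at about 45% in these data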
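assay system = GST-tagged and Flag-tagged HCV core protein residues 1-106 | controls = unlabelled core106 and no-GST-core106 wells | incubation = compound-protein-antibody incubation 4 h at 22.5 °C | probe or stimulus = Eu donor and XL665 acceptor anti-tag antibodies | read-out = % inhibition based on acceptor/donor emission ratio | signal = TR-FRET 671 and 617 nm emission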
* hit, by the source's call; . = not tested or not shown.

| mol | proCasp3 act | PP5 primary | PAFAH2 FP inh | TPT1 inhibitor | AHR act | Fh CTSL1 inh | HCV core dimer | proCasp7 act | PP1 counter |
| --- | --- | --- | --- | --- | --- | --- | --- | --- | --- |
| COC(=O)c1ccccc1NC(=O)C1CCN(C(=O)c2cc(OC)cc(OC)c2)CC1 | -2 | 1.7 | 0 | 2 | 3 | 1 | 0 | 18 | 1 |
| O=C(NCCc1ccc(Cl)cc1)c1cccs1 | 1 | -2.4 | 0 | 1 | -2 | 1 | 0 | -2 | -2 |
| Cc1c(C(=O)c2ccccc2)c2ccccn2c1CCc1ccccn1 | -3 | 0.2 | 6 | -5 | 5 | 6 | -3 | -3 | -4 |
| Cc1ccccc1NC(=O)CSc1ccc(-c2ccco2)nn1 | -5 | 1.9 | -1 | -1 | 0 | -1 | -3 | -3 | 3 |
| CCOC(=O)/C=C/C(=O)Nc1ccc(-c2nnc3n2CCCCC3)cc1 | 4 | -1.4 | 2 | 0 | -1 | 37* | 6 | 4 | -4 |
| CC(C)CCN1CCN(Cc2cccc3cccnc23)CC1CCO (stereo not given) | 2 | 1.9 | 2 | -1 | 7 | -6 | -2 | -2 | -1 |
| CC(=O)c1cccc(NC(=O)C(C)OC(=O)C2=NNC(=O)CC2)c1 (stereo not given) | -5 | . | 5 | . | 1 | . | . | -2 | . |
| COC(=O)c1sc(NC(=S)NC(=O)c2ccc(C)cc2)nc1C | 2 | 0.6 | -2 | -48 | 6 | 4 | 15 | 3 | 1 |
| O=C(Cn1c(=O)sc2ccccc21)NCc1ccccn1 | 1 | 1.4 | -1 | -1 | 9 | 1 | -2 | 3 | 0 |
| Cc1nc(N2C(=O)C(=O)/C(=C(/O)c3ccccc3)C2c2ccco2)sc1C (stereo not given) | -7 | 1.0 | -2 | 5 | 0 | 1 | 10 | -16 | 5 |
| COc1ccc(C(=O)NNC(=O)CSc2nnc(C3CC3)n2C)cc1 | 2 | 0.8 | 3 | 1 | 0 | 2 | 4 | 5 | -2 |
| Nc1nc(-c2cc3c(cc2Cl)OCCO3)cs1 | 8 | 3.2 | 1 | -2 | -1 | -2 | -12 | 2 | 1 |
| NS(=O)(=O)c1ccc(CNC(=O)Cc2ccsc2)cc1 | -1 | -1.2 | 7 | 2 | 6 | -2 | -1 | 0 | -2 |
| CCN(CC)S(=O)(=O)c1ccc(C(=O)NNc2nc(-c3ccccc3)c3cc(Br)ccc3n2)cc1 | -4 | 2.4 | -2 | 1 | 6 | 5 | 25 | 0 | 11 |
| CCOc1ccc(CCNS(=O)(=O)c2cnc[nH]2)cc1OCC | -5 | -1.8 | 3 | 3 | 3 | 1 | 0 | 1 | 3 |
| CCOC(=O)NC(=O)C(=CNNc1ncc(C(F)(F)F)cc1Cl)C(=O)NC(=O)OCC | -3 | 1.2 | -3 | -2 | 3 | -3 | -2 | -13 | -5 |
| COc1cc(CN2CCNC(=O)C2CC(=O)N(Cc2nccn2C)C(C)C)cc(OC)c1 (stereo not given) | 3 | -2.0 | -3 | -2 | 0 | 1 | 0 | 13 | 11 |
| CN(C)S(=O)(=O)N(CC(=O)Nc1ccc(S(=O)(=O)N2CCCC2)cc1)c1ccccc1 | 2 | 0.8 | -1 | 1 | 4 | -3 | 31 | 5 | 2 |
| CCO/C=C1/C(=O)N(c2ccccc2OC)C(=O)c2ccccc21 | 7 | 2.7 | 3 | 1 | 2 | -10 | 0 | 5 | -4 |
| CCCn1c(C(C)Nc2nc(C)cs2)nc2cc(Cl)c(Cl)cc21 (stereo not given) | 8 | 2.2 | 9 | -1 | 5 | -1 | 6 | -3 | -1 |
| COCCN(CC(=O)Oc1ccccc1P(=O)(OC)OC)Cc1ccccc1 | 1 | -0.7 | . | -3 | 1 | 3 | -2 | -4 | -4 |
| COc1cc(C(=O)O[C@H]2C/C(C)=C/CC[C@]3(C)O[C@@H]3C(O)C2C(C)C)cc(OC)c1OC (stereo not given in full) | 5 | 3.4 | -4 | -4 | 2 | 5 | -6 | -9 | 3 |
| COc1cccc2cc(-c3nc4ccccc4o3)c(=O)oc12 | -11 | -0.3 | 8 | 7 | 18 | 2 | 7 | -11 | 0 |
| CN(C)S(=O)(=O)c1ccc(Cl)c(C(=O)OCC(=O)NC(=O)NC2CCCC2)c1 | 4 | -1.7 | 9 | . | 0 | . | . | 10 | -2 |
| COc1ccc(-c2cc(C(F)F)n3ncc(C(=O)Nc4ccc(C(=O)N5CCOCC5)cc4)c3n2)cc1 | 5 | -0.6 | 4 | 2 | 1 | 0 | 16 | 2 | -4 |
| CCOC(=O)c1cnc2c(-c3ccccc3)cnn2c1N | -4 | 0.0 | -5 | -1 | -10 | 0 | 5 | 7 | -5 |
| COc1cc(CC(=O)OCC(=O)NC2CCCCC2)cc(OC)c1OC | -1 | -0.5 | 6 | 0 | -1 | -3 | 1 | -4 | -2 |
| COc1ccc(Cc2noc(CN(C)C3CC(C)(C)NC(C)(C)C3)n2)cc1OC | 2 | 8.9 | -5 | -1 | -1 | -3 | -4 | -3 | 2 |
| CC(=O)c1ccc(NC(=O)C2CC(=O)Nc3nc4ccccc4n32)cc1 (stereo not given) | 3 | 0.2 | 0 | 1 | 1 | 6 | 0 | 3 | 0 |
| CCC(=O)c1ccc(OCC(=O)OCC(=O)N2CCN(c3ccc(OC)cc3)CC2)cc1 | 12 | 1.8 | 2 | 0 | 2 | -11 | -5 | -4 | -3 |
| Cc1sc(NC(=O)c2ccco2)c(CN2CCC(C)CC2)c1C | -4 | 6.5 | 2 | -5 | 11 | 3 | 2 | 11 | 3 |
| Cc1ccc(C2CC2C(=O)NNC(=S)Nc2cccc(Cl)c2)cc1 (stereo not given) | 5 | 6.2 | 9 | 1 | 3 | 4 | 2 | 1 | 6 |
| O=C(COC(=O)c1ccc(-c2ccc([N+](=O)[O-])cc2)o1)NC(=O)NC12CC3CC(CC(C3)C1)C2 | -6 | 3.6 | -21 | 2 | 4 | -1 | 44 | -2 | 15 |
| O=C(CC(c1ccccc1)c1ccccc1O)NCc1ccco1 (stereo not given) | 1 | -0.3 | 4 | -3 | -2 | -1 | -1 | 7 | -2 |
| O=C(O)c1ccc(NC(CSCc2cccc(F)c2)C(=O)O)c([N+](=O)[O-])c1 (stereo not given) | -10 | -0.2 | 12 | 1 | 0 | 0 | -5 | -9 | -3 |
| COc1ccc(OC)c(NC2c3ccccc3C(=O)N2c2cccnc2)c1 (stereo not given) | -6 | -0.6 | 4 | 0 | -2 | -3 | -9 | -9 | 3 |
| COc1ccc(N2CC(C(=O)OCC(=O)NCc3ccccc3)CC2=O)cc1 (stereo not given) | -8 | 2.3 | -6 | 2 | 0 | -34 | -4 | 6 | 2 |
| CC(=O)c1c(C)[nH]c(C(=O)COC(=O)c2ccc3c(=O)n4c(nc3c2)CCC4)c1C | 12 | 2.4 | -3 | 3 | 4 | 0 | 5 | -1 | -4 |
| COc1ccc(NC(=O)c2ccc(NC(=O)c3ccco3)cc2)c(OC)c1 | -2 | 1.3 | -7 | -2 | 6 | 0 | -9 | 3 | 1 |
| CSc1nc2ccc(S(=O)(=O)Nc3c(C)n(C)n(-c4ccccc4)c3=O)cc2s1 | 8 | 2.6 | -2 | 3 | 9 | -4 | 0 | 11 | -6 |
| CC(C)N(CC#CCC1(O)c2ccccc2-c2ccccc21)CCO | -3 | 1.6 | -5 | 3 | 1 | -2 | 2 | -4 | 3 |
| Cc1cccc2nc3c(nc12)CCCC3 | 2 | -1.0 | 3 | -4 | 3 | -1 | 2 | -2 | -4 |
| O=C(Oc1cccnc1)c1cc2ccccc2oc1=O | -5 | -0.6 | 5 | -1 | 2 | 3 | 1 | 9 | 3 |
| CC(=O)Nc1ccc(NC(=O)C(C)OC(=O)CC2CCCC2)cc1 (stereo not given) | 12 | -1.6 | -1 | 3 | -1 | 0 | -3 | 3 | -8 |
| COc1cc(C)ccc1OCCOCCOc1cccc2ccc(C)nc12 | -10 | 1.7 | 5 | -2 | 34 | 9 | 2 | 8 | 9 |
| Cc1nc(NC(=O)c2ccccc2)sc1-c1csc(Nc2cccc(Cl)c2)n1 | -2 | 0.2 | . | 17 | 22 | 2 | -20 | -20 | 6 |
| O=C(c1ccco1)c1coc2c1cc(O)c1ccccc12 | -9 | 3.1 | 5 | -2 | 89* | -1 | 0 | 6 | -2 |
| COc1ccc(NC(=O)c2ccc(COCC(F)(F)F)cc2)cc1OC | -2 | 1.4 | 1 | 3 | -2 | 1 | -4 | -10 | -2 |
| NS(=O)(=O)c1ccc(NC(=O)Nc2ccc(C(F)(F)F)cc2)cc1 | 3 | 6.9 | . | -2 | 1 | -8 | -3 | -6 | 2 |
| Cc1ccc(CN2CC[C@H]3C=CCc4cccc(c43)C2)cc1 | 3 | -0.2 | 1 | . | 2 | . | . | 0 | 1 |
| O=C(N/N=C/c1ccc(Cl)s1)c1ccccc1[N+](=O)[O-] | -2 | 0.7 | 6 | -3 | 0 | 0 | -2 | 5 | -3 |
| Cc1cccc(OCCOC(=O)C2CCN(S(=O)(=O)c3ccc(C)c(C)c3)CC2)c1 | 5 | 3.9 | 4 | 2 | -2 | 1 | 3 | 3 | 0 |
| O=C(N/C(=N\O)c1ccccc1)Nc1ccc(Cl)cc1 | -1 | -2.6 | 5 | 1 | 1 | -2 | 0 | 4 | -3 |
| Cc1nn(C)c(C)c1NC(=O)COc1ccc(Cl)cc1Br | 1 | 0.8 | 0 | . | -7 | . | . | -11 | -1 |
| O=C(Nc1c(Cl)cccc1Cl)c1cc(=O)n(Cc2ccccc2)c(=O)[nH]1 | -6 | 0.4 | 2 | -3 | -1 | 5 | 0 | -22 | -1 |

Among those listed so far, these contain a CF3 group:
| mol | proCasp3 act | PP5 primary | PAFAH2 FP inh | TPT1 inhibitor | AHR act | Fh CTSL1 inh | HCV core dimer | proCasp7 act | PP1 counter |
| --- | --- | --- | --- | --- | --- | --- | --- | --- | --- |
| CCOC(=O)NC(=O)C(=CNNc1ncc(C(F)(F)F)cc1Cl)C(=O)NC(=O)OCC | -3 | 1.2 | -3 | -2 | 3 | -3 | -2 | -13 | -5 |
| COc1ccc(NC(=O)c2ccc(COCC(F)(F)F)cc2)cc1OC | -2 | 1.4 | 1 | 3 | -2 | 1 | -4 | -10 | -2 |
| NS(=O)(=O)c1ccc(NC(=O)Nc2ccc(C(F)(F)F)cc2)cc1 | 3 | 6.9 | . | -2 | 1 | -8 | -3 | -6 | 2 |
